K1F lysis inhibition: protection from phage-mediated lysis, alamar blue read-out – E. coli UTI89, K1F phage, bacterial capsule biogenesis inhibitors (AID 488966) | E. coli UTI89 K1F phage lysis, alamar blue, 2 h; higher % means a stronger effect | inhibition, % at 100 µM, or IC50 in µM where a hit was titrated | 0.02% of 340,000 active;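 active = phage lysis inhibition, versus mean bacterial control, above a set limit; inconclusive = no clear call, values can overlap the other calls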;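 note: capsule biogenesis inhibitors block K1F phage lysis so surviving cells raise fluorescence; higher fluorescence means more inhibition of phage lysis; actives were called in the ten point dose series up to 300 µM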
P. falciparum M1AAP: malaria alanyl aminopeptidase activity blockers – biochemical, fluorogenic H-Leu-NHMec substrate, 1536-well (AID 1445). one-dose inhibition, % at 30 µM; IC50 in µM for titrated hits. recombinant M1AAP, H-Leu-NHMec fluorogenic kinetic assay; higher % means a stronger effect. 0.42% of 220,000 active;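 active = primary inhibition above the hit cutoff, then over 50% inhibition at one or more dose response concentrations, cut at about 23% in these data, passing the limit was not always enough; inconclusive = conflicting primary data, or primary hits not chosen for dose response; inactive = low primary inhibition, or under 50% at every dose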;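 note: plate controls were DMSO full reaction for no effect and no enzyme background for full effect; strong numbers were not always called active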
human PMI inhibitors: human PMI inhibitors, high substrate, primary screen, biochemical, fluorescence intensity, high mannose 6-phosphate (AID 1220) | recombinant PMI enzyme, coupled fluorescence intensity; higher % means a stronger effect | 0.66% of 190,000 active | inhibition, % at 20 µM; hits with a dose series show IC50 in µM
RSV CPE inhibition: RSV antiviral activity via CPE protection, HEp-2 cells, primary 10 µM value included (AID 2391); HEp-2 cells, RSV-induced CPE inhibition; higher % means a stronger effect; CPE inhibition, % at 10 µM; hits with a dose series show IC50 in µM; 0.13% of 310,000 active; in the data active = a potency from the dose series; inconclusive = CPE inhibition mostly from about 23% at the one dose, without a potency; inactive = the rest, 99 in 100 with CPE inhibition below about 21%; note: strong numbers were not always called active
West Nile antiviral: West Nile virus antiviral activity, cell-based, CPE readout (AID 1621); one-dose CPE inhibition, % at 10 µM; IC50 in µM for titrated hits; 0.02% of 290,000 active; West Nile virus-infected cells, CPE inhibition; higher % means a stronger effect; in the data active = a potency from the dose series; inconclusive = CPE inhibition mostly from about 3.7% at the one dose, without a potency; inactive = the rest, 99 in 100 with CPE inhibition below about 2.2%; note: strong numbers were not always called active
P. falciparum M17LAP: P. falciparum M17LAP inhibitors, primary screen, biochemical, fluorogenic H-Leu-NHMec substrate, 1536-well (AID 1619); recombinant M17LAP, H-Leu-NHMec fluorogenic kinetic assay; higher % means a stronger effect; inhibition, % at 30 µM, or IC50 in µM where a hit was titrated; 0.38% of 220,000 active;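 active = compound inhibiting the enzyme by more than half at any dose during confirmatory dose-response retesting; inconclusive = strong single-dose inhibitors picked by rank but not retested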;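 note: plate controls were full reaction with DMSO carrier for no effect and no enzyme background for full effect; strong numbers were not always called active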
TNAP activators: stimulation of alkaline phosphatase TNAP activity – biochemical, luminescent, no phosphate acceptor, uHTS, primary screen (AID 1001); purified TNAP, luminescent activation assay, no phosphate acceptor; higher activation fold means a stronger effect; activation fold at 20 µM, or EC50 in µM where a hit was titrated; 0.03% of 200,000 active; in the data active = activation fold from about 3, or a potency from the dose series; inactive = the rest, 99 in 100 with activation fold below about 1.6; note: many of its hits are not listed in these tables
T cell HTS: T cell immune modulators affecting CD8 T cell-vesicle binding; 2C CD8+ T cell-vesicle binding, flow cytometry; stronger effect = lower value; calls only at 7 µM; 0.068% of 330,000 active;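 active = response, share of CD8 T cells binding vesicles, and their 90th percentile fluorescence all below set limits, cut at about 80% in these data, passing the limit was not always enough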
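System: murine 2C transgenic CD8+ T lymphocytes; also added: QL9-loaded Drosophila micro-vesicles; times: binding 1.5 h at 37 °C; measured by: flow cytometry, PE anti-B7-1 (FL2) versus Alexa647 anti-CD8 (FL8), PFA-fixed; control set: Peptide-free naked vesicles (low) and QL9 vesicles with 0.7% DMSO vehicle (high)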
human PMI inhibition: MPI enzyme activity inhibition – biochemical, fluorescence intensity, coupled assay, primary screen (AID 1209) | purified PMI enzyme, coupled fluorescence intensity; higher % means a stronger effect | one-dose inhibition, % at 20 µM; IC50 in µM for titrated hits | 0.42% of 190,000 active;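 note: plate controls were DMSO vehicle for no effect and wells lacking substrate for full effect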
T cell HTS vesicle-bound %: recorded beside T cell HTS, whose call it bears; double positive events, %; measured here: CD8+ vesicle-bound cell fraction;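 binding gate set so that unloaded-vesicle control wells show 10% double positive cells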
An asterisk follows results filed as active; i = inactive; ? = inconclusive; . = not tested or not shown; [ ] = remark or other dose. Cut-off read from the data, not from the text of the source, unless noted: active = inhibition above about 50%; inactive = the rest.

SMILES,K1F lysis inhibition,P. falciparum M1AAP,human PMI inhibitors,RSV CPE inhibition,West Nile antiviral,P. falciparum M17LAP,TNAP activators,T cell HTS,T cell HTS vesicle-bound %,human PMI inhibition
COc1ccc(CN2CCN(c3cc(C)nc4c5c(C)cc(C)nc5nn34)CC2)cc1F,-0.2%,.,-10%,-1.1%,-0.8%,.,1.1,i,20,-17%
Cn1cc(CNC(=O)C2c3ccccc3Oc3ccccc32)cn1,0.9%,14%,-15%,-0.5%,0.6%,2%,1,i,41,-16%
COc1ccc(-c2cc(-c3c(O)c(OC)c4occc4c3OC)[nH]n2)cc1OC,1.9%,12%,6%,?,0.5%,1%,1.1,i,35,15%
COc1ccc(S(=O)(=O)N2CCCCCC2)cc1N,0.0%,0%,-5%,-1.3%,0.1%,0%,1.1,i,57,-11%
Cc1ccc(C)c(C(=O)CSc2nc3ccccc3c(=O)[nH]2)c1,-0.9%,3%,-6%,-0.9%,0.3%,12%,1.1,i,45,-3%
CCN(CC(=O)N1CCOCC1)S(=O)(=O)c1ccc(C)cc1,0.2%,1%,2%,1.7%,0.0%,-3%,1.1,i,15,5%
CCC(C)c1c(O)nc(SCC(=O)c2ccccc2)[nH]c1=O (stereo not drawn),2.3%,3%,12%,-1.1%,-0.1%,11%,1.2,i,31,8%
CSc1ccc(Cn2nnc(C(=O)NCc3ccccc3)c2N)cc1,3.4%,6%,6%,3.1%,-0.1%,8%,1.1,i,30,6%
CN1CCN(Cc2nc(-c3cccs3)no2)CC1c1ccccc1 (stereo not drawn),-0.2%,-3%,-4%,-0.9%,0.1%,-1%,1,i,60,1%
N/C(=N\OC(=O)CCc1ccccc1)c1ccc(Br)cc1,0.1%,-4%,9%,-0.2%,-0.1%,9%,1.1,i,32,9%
Cn1nc(C(F)(F)F)c(-c2ccc(F)cc2)c1NC(=O)c1cccnc1,.,1%,.,.,0.0%,-2%,.,i,58,.
Cc1ccccc1-n1c(SCc2cc(=O)n3ccccc3n2)nc2[nH]ncc2c1=O,-0.6%,7%,9%,14%,0.7%,21%,1.1,i,32,10%
CCOc1ccccc1NC(=O)CN1C(=O)COc2ccccc21,-1.3%,.,.,2.2%,-0.6%,.,.,i,28,.
Cc1nnc2ccc(-c3cccc(NC(=O)Cc4cccs4)c3)nn12,0.5%,2%,3%,-0.6%,1.0%,3%,1.1,i,51,-10%
CCCn1cnnc1CNC(=O)C1CCC(=O)N(CCCc2ccccc2)C1 (stereo not drawn),0.1%,.,.,3.7%,1.1%,.,.,i,32,.
O=c1c2ccccc2nc(-c2cccs2)n1-c1cccc2ccccc12,0.3%,5%,-4%,6.8%,-1.8%,9%,1,i,49,-4%
C=CCOn1c(=O)c(-c2ccc(Br)cc2)[n+]([O-])c2ccccc21,0.2%[50 µM],.,.,1.1%,-1.0%,.,.,i,7,.
CCn1c(CC(=O)Nc2ccccc2)nnc1SCC(=O)N1CCOCC1,1.1%[50 µM],.,.,0.3%,-0.4%,.,.,i,7,.
CC(C)c1ccc(NC(=O)C2CCN(S(=O)(=O)c3ccc4c(c3)NC(=O)CO4)CC2)cc1,-0.3%,.,.,-0.2%,0.2%,.,.,i,47,.
c1ccc(-n2nnnc2OCCOc2nnnn2-c2ccccc2)cc1,3.8%,-1%,2%,0.7%,0.0%,-6%,1.1,i,42,13%
N=c1oc2cc(O)ccc2cc1C(=O)Nc1ccccn1,.,?,30%,-0.7%,0.0%,i,1.3,i,52,4%
Cc1ccc(CSc2nnc(-c3cccs3)n2C)cc1,0.2%,2%,-6%,2.0%,-0.8%,-3%,1.1,i,13,-4%
CC1(C)SCC2C(=O)N3C(CSC3(C)C)C(=O)N21 (stereo not drawn),0.4%,7%,4%,0.7%,-0.2%,16%,1.1,i,5,3%
CSc1nc(C)c(CCOC(=O)c2cccc(Cl)c2)c(=O)[nH]1,0.8%,2%,-1%,2.4%,1.3%,-3%,1,i,18,9%
COc1cccc(NC(=O)Cc2nnc(SCCOc3ccccc3)n2C)c1,0.0%,8%,-6%,2.0%,-0.1%,3%,1,i,36,1%
CCCCCOC(=O)Cn1c(=O)oc2ccc(C)cc21,0.5%[50 µM],-2%,-7%,1.2%,-0.5%,-3%,1.1,i,32,-6%
Cn1c2c(c(=O)c3ccccc31)CCCC2,0.1%,.,.,1.1%,-0.2%,.,.,i,45,.
NC(N)=NS(=O)(=O)c1ccc(NC(=S)NC(=O)c2ccc3c(c2)OCO3)cc1,-0.4%,4%,12%,-0.7%,1.1%,6%,1.1,i,21,13%
Cc1ccc(C(=O)Cn2c(C(=O)O)cc3ccccc32)cc1,0.4%,.,.,3.1%,0.1%,.,.,i,63,.
CCCCN(C)C(=O)c1nc2ccccn2c1CN1CCN(c2ncccn2)CC1,0.3%,2%,5%,1.3%,-0.5%,7%,1.1,i,56,11%
Cc1ccc(-c2nnn(CC(=O)NCc3ccccc3)n2)c(-n2cnnn2)c1,0.4%,-1%,-10%,-1.5%,-0.2%,-2%,0.9,i,35,-5%
C#CCOCCOCCOCCNc1nc(N2CCN(C(=O)[C@H]([C@@H](C)CC)n3cc([C@@H](N)Cc4ccc(O)cc4)nn3)CC2)nc(N2CCN(C(=O)[C@H](Cc3ccc(O)cc3)n3cc([C@@H](N)C(C)CC)nn3)CC2)n1 (stereo partly drawn),1.2%,5%,3%,-0.4%,0.6%,0%,1.3,i,17,6%
Cc1ccc(-c2c(C(=O)Nc3ccccc3C)c(C)[nH]c(=S)c2C#N)o1,.,5%,-70%,1.8%,0.1%,-6%,1,i,26,-52%
Cc1ccccc1Nc1nc(N)nc(CN2CCN(c3ccccn3)CC2)n1,11%,1%,-15%,0.2%,-0.1%,1%,1.1,i,14,-5%
COc1cc(Cn2c(=O)c3c(OC)c(C)cnc3n(C)c2=O)cc(OC)c1,0.8%,.,.,5.9%,0.3%,.,.,i,37,.
COc1ccc(NC(=O)CSc2cn[nH]n2)cc1OC,0.3%,.,.,0.4%,0.6%,.,.,i,37,.
O=C(COc1ncnc2scc(-c3ccccc3)c12)NCCN1C(=O)CSC1=O,.,3%,13%,0.8%,0.3%,-3%,1.3,i,22,-1%
O=C(CSc1nnc(CNC(=O)c2ccccc2)o1)Nc1ccc2c(c1)OCO2,0.0%,.,.,1.0%,-0.5%,.,.,i,29,.
CCCc1ncc(C(O)c2cccc3ccccc23)n1C (stereo not drawn),2.6%,10%,2%,2.0%,-1.0%,-6%,1.1,i,53,2%
O=C(O)COCC(=O)Nc1ccc(OCCc2ccccc2)cc1,0.2%,.,.,-1.0%,0.0%,.,.,i,11,.
CC(NC(=O)C1CCN(S(=O)(=O)c2cnc[nH]2)CC1)c1ccccc1 (stereo not drawn),1.5%[50 µM],10%,1%,0.9%,0.2%,-15%,1.1,i,100,2%
COc1ccc(CC(=O)NCc2ccccc2)cc1S(=O)(=O)N1CCOCC1,0.6%,2%,17%,0.4%,-0.3%,8%,1.1,i,37,16%
CC1(C)CC(=O)C2=C(C1)N(c1cccc(Cl)c1)C(=O)NC2(C(F)(F)F)C(F)(F)F,0.1%,10%,13%,3.1%,-0.1%,18%,1.1,i,38,15%
COc1ccc(/C=C\c2nc(O)c([N+](=O)[O-])c(=O)[nH]2)cc1O,0.3%,.,.,-0.7%,-0.5%,.,.,i,27,.
COc1ccc(Nc2cc(C(=O)NCCCN3CCN(C)CC3)c3ccccc3n2)c(OC)c1,0.5%,7%,-3%,-0.1%,0.3%,21%,1.1,i,44,4%
CCSc1nc(-c2ccc(OC)cc2)cc(-c2ccc(OC)cc2)c1C#N,1.6%,2%,2%,1.8%,0.6%,-17%,1.2,i,14,0%
COC(=O)c1sc(C(C)(C)C)cc1CS(=O)(=O)c1ccc(Cl)cc1,-2.1%,19%,.,5.3%,-0.7%,3%,.,i,31,.
CCOC(=O)CCC(=O)Nc1ccc(S(=O)(=O)N2CCC(C)CC2)cc1,0.7%,2%,6%,4.9%,0.1%,1%,1,i,53,3%
COc1ccc(N2C(=O)CCC(C(=O)NCCN3CCOCC3)C2c2ccc(OC)c(OC)c2)cc1 (stereo not drawn),-0.1%,7%,16%,.,0.0%,-2%,1.1,.,.,17%
CCN(CC)S(=O)(=O)c1cccc(-c2nnc(SCC(N)=O)n2N)c1,0.2%,5%,.,-0.1%,0.5%,6%,.,i,39,.
O=C(CCCn1c(SCC(=O)c2ccc(F)cc2)nc2ccccc2c1=O)NCc1ccco1,0.1%,3%,-1%,-1.4%,1.5%,1%,1.1,i,20,-7%
Cc1cc([N+](=O)[O-])nn1CCCC(=O)Nc1c(C)n(C)n(-c2ccccc2)c1=O,0.0%,-6%,-6%,0.0%,-0.5%,-4%,1.1,i,35,-4%
COC(=O)CCNCCSc1nnc(-c2ccco2)n1Cc1ccccc1,-0.2%,3%,.,0.2%,0.6%,0%,.,i,24,.
O=[N+]([O-])c1cccc(S(=O)(=O)N2CCN(S(=O)(=O)N3CCOCC3)CC2)c1,0.2%,.,.,0.4%,-0.2%,.,.,i,24,.
CCCCSc1nnc2c(n1)[nH]c1ccccc12,0.3%,-4%,4%,9.2%,-0.7%,-5%,1.1,i,14,7%
O=C(NC(=S)NCc1nc2ccccc2[nH]1)c1ccc(F)cc1,0.3%,-6%,-6%,3.4%,-0.7%,0%,1.4,i,31,-4%
O=C(NCc1ccco1)c1ccc(Cn2cc([N+](=O)[O-])cn2)o1,4.6%,1%,-5%,.,0.3%,6%,1.1,i,36,-4%
Cn1c(=O)oc2cc(S(=O)(=O)N3CCN(c4ccccc4)CC3)ccc21,0.0%,4%,2%,0.2%,-0.1%,-10%,1.1,i,36,3%
